F508del corr: CFTR F508del correction in bronchial cells; CFBE cells, YFP halide quenching; stimulated with forskolin plus potentiator P3; % fluorescence drop versus neutral controls; activity (quench increase), % at 7.58 µM; actives 0.36% (n = 350,000); AID 720511;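 active = mean added fluorescence quench of at least 8% versus neutral control, with both replicates also reaching 8%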;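 note: cells transiently co-express mutant CFTR-F508del with the halide-sensitive YFP; corrector assay measuring rescue of mutant channel to the surface after 24 h compound exposure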
esBAF inh: SWI/SNF esBAF complex inhibition. actives 2% (n = 350,000). AID 602393. reporter increase, % at 12.5 µM. mouse ES cells, Bmi1-luciferase knock-in reporter, 24 h; 100% = twice the neutral-well signal; in the data active = activation above about 40%;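 note: 0% = median of the plate's neutral control wells and 100% = double that signal; a rise in the Bmi1 reporter signal indicates esBAF inhibition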
XiGFP reactiv: reactivates the inactive X chromosome in mouse fibroblasts; actives 0.055% (n = 360,000); XiGFP mouse fibroblasts, % GFP-positive cells imaging, 3 d; cells co-treated with 5-aza-dC sensitizer; scaled so ellipticine positive control = 100%; activation, % at 7.58 µM; AID 743238;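 active = mean normalized replicate activation at least 10% and every replicate at or above 10%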;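 note: 0% = median of on-plate neutral control wells and 100% = ellipticine 6 µM median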
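Material: XiGFP fibroblasts, SV40-immortalized; Buffer or medium: DMEM containing 5-aza-dC; Compound dosing: single point; Times: 3 days compound exposure.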
GSIS activator: GLuc luminescence reporter in INS-1E cells, primary screen for activators of glucose-dependent secretion of insulin; INS-1E GLuc reporter insulin secretion, 2-3 h; AID 743287; actives 0.61% (n = 370,000); activation, % at 16.6 µM;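 active = lowest replicate activation of at least 40%, so every replicate reaches that level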;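 note: 0% = median of neutral control wells and 100% = median of IBMX positive control wells; some compounds called inactive have numbers as strong as hits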
RAD54 inh: RAD54 (human) branch migration inhibition. Q92698. RAD54 Holliday junction branch migration, FAM/BHQ fluorescence. inhibition, % at 10.4 µM. actives 0.14% (n = 360,000). AID 602329;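 active = mean normalized replicate activity at least 40 and at least half of replicates scoring 40 or more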;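 note: 0% = median of neutral control wells and 100% = median of positive control wells; inhibitors cause a drop in the FAM fluorescence signal; in these data hits start at about 50%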
Target sequence (Q92698 whole entry, looked up): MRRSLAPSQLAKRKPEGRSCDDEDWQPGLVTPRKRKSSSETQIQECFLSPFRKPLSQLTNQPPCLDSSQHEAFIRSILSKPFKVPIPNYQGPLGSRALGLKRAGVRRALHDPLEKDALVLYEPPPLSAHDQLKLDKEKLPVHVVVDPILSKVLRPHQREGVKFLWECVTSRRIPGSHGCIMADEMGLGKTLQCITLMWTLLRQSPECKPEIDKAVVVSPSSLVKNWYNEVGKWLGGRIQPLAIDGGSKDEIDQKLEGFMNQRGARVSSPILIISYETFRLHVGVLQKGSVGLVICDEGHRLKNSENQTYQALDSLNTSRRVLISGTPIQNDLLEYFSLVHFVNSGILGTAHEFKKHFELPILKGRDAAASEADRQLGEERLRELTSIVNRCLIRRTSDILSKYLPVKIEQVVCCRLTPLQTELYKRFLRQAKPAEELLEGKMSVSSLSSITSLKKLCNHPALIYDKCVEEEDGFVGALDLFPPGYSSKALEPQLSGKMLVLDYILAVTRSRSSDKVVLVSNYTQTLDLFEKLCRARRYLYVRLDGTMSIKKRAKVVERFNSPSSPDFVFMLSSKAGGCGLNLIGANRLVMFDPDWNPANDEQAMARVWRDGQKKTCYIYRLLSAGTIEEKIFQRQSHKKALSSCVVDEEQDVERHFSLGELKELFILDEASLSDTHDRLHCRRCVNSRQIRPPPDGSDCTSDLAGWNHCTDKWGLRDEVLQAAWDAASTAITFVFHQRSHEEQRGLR
ARNT-TACC3 inh: ARNT/TACC3 interaction disruption. Q9Y6A5. inhibition, % at 9.99 µM. actives 0.66% (n = 390,000). AlphaScreen His-ARNT PAS-B/GST-TACC3 binding, luminescence; TACC3 fragment carries E629A point mutation;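 active = mean inhibition of replicates at least 50% and at least half of replicates each reaching 50%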;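 note: 0% = complete ARNT plus TACC3 wells and 100% = ARNT alone without TACC3; many hits fall short of the cut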
ERAP1 inh: ERAP1 (human) enzyme inhibition; recombinant ERAP1, Leu-AMC fluorescence, 60 min; inhibition, % at 10.7 µM; actives 0.15% (n = 340,000); AID 652197;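 active = mean replicate inhibition of at least 30%, or all replicates individually reaching that 30% level; inactive = mean below 30% and not every replicate reaching it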;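 note: 0% = neutral control wells and 100% = L-leucinethiol positive control wells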
RAD52 inh: RAD52 (human) annealing inhibition | recombinant RAD52 DNA annealing, FRET fluorescence | P43351 | inhibition, % at 18.7 µM | actives 0.46% (n = 360,000);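 active = every replicate showing at least 50% inhibition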
* = called active by the depositor; . = no result given; & = joins results of further samples. Not a hit list; about 3.3% have a hit in one of these screens.

| Compound | ARNT-TACC3 inh | GSIS activator | ERAP1 inh | esBAF inh | RAD52 inh | F508del corr | XiGFP reactiv | RAD54 inh |
| --- | --- | --- | --- | --- | --- | --- | --- | --- |
| Cc1ccccc1NC(=O)Cc1nnc(SCC(=O)NC2CCCC2)n1C | 0 | 7 | 1 | -5 | -2 | 0.5 | 0.0 | -3 |
| Cc1ccccc1S(=O)(=O)NC(=O)C1(C)CCN1C(=O)c1cccc2ccccc12 (stereo not given) | . | -19 | -2 | 4 | 4 | -1.9 | 0.6 | -3 |
| Cc1ccc(N(CC(O)Cn2c3ccccc3c3ccccc32)S(C)(=O)=O)cc1 (stereo not given) | -1 | -7 | 1 | -4 | -14 | 4.7 | . | -4 |
| COc1ccc(C(=O)Oc2ccc3ccc(=O)oc3c2)cc1 | -4 | -8 | 1 | -2 | -10 | 4.3 | -0.1 | 2 |
| CN(C(=O)c1ccncc1)C1CCS(=O)(=O)C1 (stereo not given) | -4 | 19 | 4 | 4 | 0 | 1.1 | . | -3 |
| O=C(OCCN1CCOCC1)c1cccnc1 | -28 | -2&1 | -10&3 | 8&-2 | -22&-5 | 0.1&1.8 | . | -7&-2 |
| O=C(O)c1cccc(N2C(=O)c3cccc(Oc4ccc(Cl)cc4)c3C2=O)c1 | 13 | 2 | 1 | . | 0 | -2.7 | 0.1 | . |
| C[C@H](CO)N1C[C@H](C)[C@@H](CN(C)CC2CC2)Oc2ccc(NC(=O)C3CCCCC3)cc2CC1=O | 1 | -16 | 2 | -4 | -1 | -1.1 | -0.8 | 17 |
| O=S(=O)(Cc1ccccc1)N1CC2(C1)[C@H](c1ccccc1)[C@@H](CO)N2CC1CCOCC1 | . | -17 | 1 | . | -3 | -1.2 | 0.0 | . |
| CCc1cccc(NC(=O)CCCSc2nc3ccccc3[nH]2)c1 | -9 | -25 | . | 2 | . | . | 0.3 | . |
| CN(CC(=O)Nc1cccc(F)c1)C(=O)CC1CCCCC1 | -6 | -24 | -3 | 1 | -9 | 0.1 | 0.0 | -2 |
| CCCCN1C(=O)c2cccc3cc(O)cc(c23)C1=O | 24 | . | -2 | . | -8 | -0.7 | -0.1 | 8 |
| CCOC(=O)N1CCN(CC(O)COc2ccc3c(c2)CCC3)CC1 (stereo not given) | -3 | . | 1 | 0 | 1 | -1.5 | 0.0 | 6 |
| CCOP(=O)(OCC)c1nc(-c2ccccc2)oc1NCc1ccccc1 | 26 | 20 | 1 | . | -8 | . | -0.1 | . |
| C(=N\Nc1nc(N2CCCC2)nc(N2CCCC2)n1)/c1ccncc1 | 1 | -5 | 0 | . | -3 | 1.1 | 0.1 | . |
| O=C(NCc1ccccc1)[C@@H]1CCCN1C(=O)[C@H]1CCCN1C(=O)c1ccc(F)c(C(F)(F)F)c1 | . | . | -1 | . | -9 | 3.3 | -0.1 | . |
| COc1ccc(C(=O)Nc2ccc(C(=O)O)cc2NC(=O)c2ccc(OC)cc2)cc1 | -2 | 7 | 4 | -4 | 2 | 3.4 | 0.0 | -13 |
| CC(C)NC(=O)N(C)C[C@H]1Oc2cc(-c3ccncc3)ccc2S(=O)(=O)N([C@@H](C)CO)C[C@@H]1C | -5 | 17 | -1 | -5 | 2 | 2.3 | -0.9 | 0 |
| O=C(Nc1cccs1)Nc1ccccc1Br | . | -4 | 14 | . | -32 | -0.4 | 0.1 | . |
| COc1ccc(-c2cc(C(=O)NCc3cccc(C(F)(F)F)c3)[nH]n2)c(C)c1 | . | -27 | 5 | 26 | -17 | 1.9 | 0.1 | 4 |

2 compounds drawn at random from those above:
| Compound | ARNT-TACC3 inh | GSIS activator | ERAP1 inh | esBAF inh | RAD52 inh | F508del corr | XiGFP reactiv | RAD54 inh |
| --- | --- | --- | --- | --- | --- | --- | --- | --- |
| COc1ccc(-c2cc(C(=O)NCc3cccc(C(F)(F)F)c3)[nH]n2)c(C)c1 | . | -27 | 5 | 26 | -17 | 1.9 | 0.1 | 4 |
| O=C(OCCN1CCOCC1)c1cccnc1 | -28 | -2&1 | -10&3 | 8&-2 | -22&-5 | 0.1&1.8 | . | -7&-2 |

(further entries)
| Compound | ARNT-TACC3 inh | GSIS activator | ERAP1 inh | esBAF inh | RAD52 inh | F508del corr | XiGFP reactiv | RAD54 inh |
| --- | --- | --- | --- | --- | --- | --- | --- | --- |
| CO[C@@H]1CN(C)C(=O)c2cc(NC(=O)CC(F)(F)F)ccc2OC[C@@H](C)N(CC2CC2)C[C@@H]1C | . | -1 | 0 | . | -19 | 0.4 | -0.1 | . |
| CN1[C@H](C(=O)N2CCc3ccccc3C2)[C@@H](CO)[C@@H]2Cn3c(ccc(-c4cccnc4)c3=O)[C@@H]21 | 4 | 5 | -6 | -8 | 2 | 2.4 | 0.3 | -10 |
| COCCn1c(SCC(=O)NCCc2ccccc2)nnc1-c1ccco1 | 1 | -2 | . | -2 | . | . | . | 0 |
| CCc1nnc(NC(=O)c2ccc(-c3ccc([N+](=O)[O-])cc3Cl)o2)s1 | 0 | 0 | -3 | -9 | -4 | 1.9 | 0.0 | . |
| Fc1ccc(-c2nc3c(-c4ccccc4)cnn3cc2CCN2CCOCC2)cc1 | -5 | -24 | 2 | . | 0 | 2.7 | -0.1 | . |
| COc1ccc(OC)c(C(O)c2ncc(-c3ccc(C(F)(F)F)cc3)[nH]2)c1 (stereo not given) | . | -24 | 7 | . | 0 | 3.3 | 0.0 | 4 |
| Cc1ccc(S(=O)(=O)Nc2ccc3c(c2)C(=O)N([C@@H](C)CO)C[C@H](C)[C@H](CN(C)Cc2ccc(C(F)(F)F)cc2)OCCCC[C@@H](C)O3)cc1 | 5 | 6 | -1 | 5 | -38 | 2.5 | 0.1 | -1 |
| O=C(C[C@H]1C=C[C@@H](NC(=O)C2CC2)[C@@H](CO)O1)Nc1ccccc1 | 2 | -1 | 0 | 2 | -105 | 1.3 | -0.1 | -4 |
| Cc1ccc(NC(=O)c2ccc(CSc3ncnc4nc[nH]c34)cc2)c(C)c1 | -9 | 10 | . | 12 | . | . | . | -2 |
| O=C(N[C@H]1CC[C@H](CCNC(=O)c2ccccc2F)O[C@H]1CO)c1cnccn1 | 4 | 16 | 2 | 1 | -11 | 4.4 | -0.6 | -3 |
| O=C(Cc1ccccn1)N[C@@H]1C=C[C@H](CC(=O)N2CCCCC2)O[C@@H]1CO | 17 | 9 | -2 | -2 | -9 | -0.5 | 0.0 | -5 |
| C[C@H]1CN([C@@H](C)CO)C(=O)c2cc(Br)cnc2O[C@@H]1CN(C)C(=O)c1ccncc1 | -8 | 22&-7 | -6&-1 | 0&0 | -4&9 | 0.1&-1.4 | 0.3&-0.2 | -13 |
| CCOC(=O)c1cc2cc(-c3c(C(=O)OCC)oc4cc(O)cc(O)c4c3=O)ccc2o1 | 3 | -24 | . | -2 | . | . | . | 9 |
| O=C(CNc1cc(S(=O)(=O)N2CCOCC2)ccc1N1CCCC1)NCc1ccco1 | 4 | -5 | -2 | -2 | -18 | 2.1 | 0.0 | 3 |
| O=C(C[C@H]1CC[C@@H]2[C@H](COC[C@H](O)CN2C(=O)c2cc(Cl)cc(Cl)c2)O1)N1CCc2ccccc2C1 | 17 | -4 | 1 | -2 | -14 | -2.1 | 0.1 | 2 |
| N#Cc1cccc2cccc(S(=O)(=O)N3CCOCC3)c12 | 2 | 6 | 3 | -6 | 2 | -2.2 | 0.3 | -6 |
| N#C[C@@H]1N[C@@H](CO)[C@@H]1c1ccc(-c2ccccc2F)cc1 | 14 | 0 | 1 | 1 | -29 | -2.8 | 0.1 | 6 |
| COc1c(Cl)cc(C(=O)NN)cc1Cl | -8 | -1 | 6 | . | -7 | 0.2 | 0.1 | . |
| COc1ccc(N2CCN(CCNC(=O)C3CCN(S(=O)(=O)c4cccs4)CC3)CC2)cc1 | -1 | . | -5 | 0 | -9 | -2.9 | . | 7 |
| CS(=O)(=O)Nc1cccc(C2=NN(C(=O)c3ccc(F)cc3)C(c3cccs3)C2)c1 (stereo not given) | 2 | -6 | -3 | 5 | -8 | -3.4 | 0.0 | -4 |

Among those listed so far, these contain bromine.
| Compound | ARNT-TACC3 inh | GSIS activator | ERAP1 inh | esBAF inh | RAD52 inh | F508del corr | XiGFP reactiv | RAD54 inh |
| --- | --- | --- | --- | --- | --- | --- | --- | --- |
| O=C(Nc1cccs1)Nc1ccccc1Br | . | -4 | 14 | . | -32 | -0.4 | 0.1 | . |
| C[C@H]1CN([C@@H](C)CO)C(=O)c2cc(Br)cnc2O[C@@H]1CN(C)C(=O)c1ccncc1 | -8 | 22&-7 | -6&-1 | 0&0 | -4&9 | 0.1&-1.4 | 0.3&-0.2 | -13 |

(cont.)
| Compound | ARNT-TACC3 inh | GSIS activator | ERAP1 inh | esBAF inh | RAD52 inh | F508del corr | XiGFP reactiv | RAD54 inh |
| --- | --- | --- | --- | --- | --- | --- | --- | --- |
| Cc1nc(N/N=C/c2ccc(O)cc2O)cc(N2CCOCC2)n1 | 65* | 5 | -1 | -14 | -27 | -1.6 | 0.0 | 4 |
| COC(=O)[C@@]1(C)[C@H]2C(=O)N(C)C(=O)[C@H]2[C@H]2CN=C(SCc3ccc(Cl)cc3)N21 | -3 | 2 | 0 | -4 | -1 | -1.6 | -0.1 | -2 |
| CN(CC(=O)C(C(N)=O)c1ccccc1)c1ccccc1 (stereo not given) | . | -9 | -1 | -11 | 1 | 0.5 | 0.2 | 3 |
| C[C@@H]1CN([C@H](C)CO)C(=O)c2cc(NC(=O)Nc3cccc4ccccc34)ccc2O[C@@H](C)CCCCO[C@@H]1CN(C)C(=O)C1CCCCC1 | 21 | 4 | -5 | 4 | 3 | 0.7 | 0.0 | 4 |
| C=CCN1C(=O)C2(OCCO2)c2cc(C)ccc21 | -1 | -1 | -2 | -6 | -5 | 0.2 | 0.0 | -11 |
| Cc1ccccc1COC[C@H](CC(C)C)N1CCN(C(=O)c2cccc(C(F)(F)F)c2)CCC1=O | -1 | -20 | 1 | 4 | -16 | 1.8 | 0.0 | 13 |
| COc1ccc(CCNC(=O)[C@@H](NC(=O)c2ccccc2F)C(C)C)cc1OC | 23 | -4 | 2 | -8 | -15 | 2.0 | 0.0 | -10 |
| COc1cccc(-n2c(-c3cccc(S(=O)(=O)N(C)C)c3)n[nH]c2=S)c1 | -2 | -3 | 15 | . | -5 | -2.4 | 0.3 | . |
| CS(=O)(=O)N1[C@H](C#N)[C@H](c2ccccc2-c2ccccc2)[C@H]1CO | . | 1 | 3 | . | -10 | 6.9 | 0.1 | . |
| CCC(=O)Nc1ccc2c(c1)C(=O)N(C)C[C@@H](OC)[C@@H](C)CN(C(=O)C1CCC1)[C@H](C)CO2 | 6 | 2 | 0 | 0 | -13 | 2.2 | 0.3 | -5 |
| Cc1ccc(NC(=O)CCNS(=O)(=O)c2ccc3[nH]c(=O)oc3c2)cc1 | -10 | 15 | 2 | 2 | -6 | 1.7 | 0.1 | -2 |
| Nc1nc(SCC(=O)Nc2ccccc2C(F)(F)F)[nH]c(=O)c1-c1ccccc1 | -2 | 0 | -2 | . | -7 | 1.3 | 0.4 | . |
| O=C(C1CCOCC1)N1CC(=O)N2[C@H](CO)[C@H](c3ccc(C#CC4CCCC4)cc3)[C@H]2C1 | . | 5 | 3 | . | -20 | 5.5 | 0.2 | . |
| Cc1cnc(N=Nc2ccccc2)[nH]1 | 12 | 1 | 9 | 31 | -15 | -2.4 | 0.0 | -2 |
| Cc1cccc(CN2CCC(n3nccc3NC(=O)CCCc3ccccc3)CC2)n1 | . | 4 | 0 | -4 | -27 | -3.4 | 0.0 | -15 |
| CCN(c1ccccc1)S(=O)(=O)c1ccc(C(=O)N2CC(C)CC(C)C2)cc1 (stereo not given) | -3 | -47 | 2 | -7 | -13 | -0.3 | 0.2 | -4 |

Bioassay records as filed in PubChem BioAssay.
